TGFb SMAD3 inh = blocks TGF-b signaling | HepG2 CAGA-GFP TGF-b/SMAD3 reporter, GFP fluorescence, 18 h; TGF-beta stimulated, 500 pg/mL final | Potency, µM (doses to about 46.1 µM), inactives show top-dose activity, negative = inhibition, most hits filed as inhibitors | hit rate 1.2% among 410,000 | AID 588855; note: potency is the fitted concentration of half-maximal effect; % is set by controls: 0 for no effect and ±100 for the full control effect; nearly all actives have a fitted effect of over 65% in size
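HEPG2 CAGA-GFP reporter cells (1000/well, DMEM with 1% FBS) received compounds, then recombinant TGF-beta at 500 pg/mL final for 18 hours at 37 degrees C. Per-cell GFP summed per well was normalised to unstimulated and stimulated DMSO controls before curve fitting.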
IL-1B inflam inh = blocks inflammasome-driven IL-1 beta release; THP-1 LPS/ATP IL-1B secretion, AlphaLISA, 16 h; active compounds read low; activity change, % at 57.5 µM; hit rate 4.7% among 360,000; AID 743279; in the data active = activity change below about -50%; inconclusive = mostly about -30% to -49%; note: % is set by controls: 0 for no effect and ±100 for the full control effect
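Secreted IL-1B measured by AlphaLISA bead assay after 16 h compound exposure of THP-1 cells; compounds (final up to 57.5 uM) added 1 h before LPS (250 ng/mL) and ATP (1.25 mM) stimulation; lower signal means less secretion.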
Nrf2 activator = activates Nrf2 signaling. Potency, µM (titrated, usually from 46.1 µM), for the others: at the highest dose activation, actives largely listed as activators. hit rate 0.31% among 410,000. AREc32 ARE-luciferase reporter (MCF7-derived line), luminescence, 24 h; note: potency is the fitted concentration of half-maximal effect; % of control where 0% means no effect; nearly all actives have a fitted effect of over 65% in size
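Luciferase luminescence (Steady-Glo, 30 min at room temperature) served as the read-out of ARE activation in AREc32 cells treated with compounds for 24 hr at 37 deg C.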
Nrf2 block = Nrf2 pathway inhibition | Potency, µM (titrated, usually from 46 µM), inactives show top-dose activity change, negative = inhibition, actives largely listed as inhibitors | A549 ARE-Fluc reporter, luciferase luminescence, 18-24 h | hit rate 2.1% among 360,000 | AID 504444; note: potency is the fitted concentration of half-maximal effect; % is set by controls: 0 for no effect and ±100 for the full control effect; nearly all actives have a fitted effect of over 60% in size
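Cells were seeded and rested 2 h, then exposed to compounds for 18-24 h. CellTiter-Fluor was read first as a viability measure. BugLite was added 15 min before the final luminescent read of ARE-luciferase activity in A549 cells.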
A549 viability = counter-screen for Nrf2 inhibitors: cytotoxicity in A549 cells; A549 ARE-Fluc cells, CellTiter-Fluor viability, 18-24 h; Potency, µM (titrated, usually from 46 µM), for inactives: top-dose activity change, negative = cytotoxicity, actives largely listed as inhibitors; hit rate 0.16% among 390,000; note: potency is the fitted concentration of half-maximal effect; % is set by controls: 0 for no effect and ±100 for the full control effect
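A549 ARE_Fluc cells in 5% FBS OPTI-MEM were exposed to compounds in concentration-response for 18-24 h at 37 deg C. Viability was read by CellTiter-Fluor fluorescence (Ex 405/Em 525) after 30 min, before the luciferase read.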
HepG2 viability = counter-screen for TGF-b inhibitors: cytotoxicity in HepG2 cells | HepG2 CAGA-GFP viability, ATP luminescence, 18 h | Potency, µM (highest dose often 46.1 µM), without a hit: at the top dose activity change, negative = cytotoxicity, actives largely listed as cytotoxic | hit rate 0.76% among 410,000; note: potency is the fitted concentration of half-maximal effect; some results filed as inactive show a strong effect at the top dose
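CellTiter-Glo luminescence gave cytotoxicity after 18 hours at 37 degrees C. The cells were HepG2 CAGA-GFP in 1% FBS DMEM, stimulated with 500 pg/mL TGF-beta after compound addition. %Activity was normalised to no-cell wells (complete cell-killing) and DMSO (no toxicity), and curves were fitted and classified.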
ATXN2 expr inh = reduces ATXN2 reporter expression in HEK-293 cells. HEK-293 ATXN2-luciferase reporter, luminescence, 24 h. Potency, µM (series often up to 57 µM), for inactives: at the top dose activity change, negative = inhibition, most hits filed as inhibitors. hit rate 0.72% among 360,000; note: potency is the fitted concentration of half-maximal effect; % is set by controls: 0 for no effect and ±100 for the full control effect; nearly all actives have a fitted effect of over 55% in size
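ATXN2-luciferase reporter cells (luciferase flanked by upstream and downstream ATXN2 gene portions) were treated 24 h at 37 °C with compounds at up to 57 uM. SteadyGlo luminescence gave expression; GF-AFC fluorescence gave viability.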
MCF10A rereplic = induces DNA re-replication in MCF 10a normal breast cells. Potency, µM (highest dose often 46.1 µM), inactives show top-dose activity, positive = re-replication, most hits filed as activators. hit rate 2.9% among 350,000. MCF 10A DNA re-replication, Hoechst nuclear intensity, 48 h; note: potency is the fitted concentration of half-maximal effect; % of control where 0% means no effect; nearly all actives have a fitted effect of over 50% in size
S2 tox = viability counter-screen for ATXN expression inhibitors; S2 cells (HEK-293 line with an ATXN2-luciferase reporter) viability, CellTiter-Fluor protease fluorescence, 24 h; Potency, µM (doses to about 56.7 µM), hits mostly cytotoxic; hit rate 0.49% among 400,000; note: potency is the fitted concentration of half-maximal effect; nearly all actives have a fitted effect of over 40% in size
The depositor's hits bear a star; i = inactive; ? = inconclusive; · = no result given; [ ] = dose if it differs, or a comment. Unless noted, calls come from the whole dose curve; as a rule, active = well fitted curve in the direction sought with a large enough effect; inconclusive = small, poorly fitted or top-dose-only effect, or another doubt; inactive = no such curve, though single readings can be large; an effect the other way counts as inactive or inconclusive.

SMILES	TGFb SMAD3 inh	IL-1B inflam inh	Nrf2 activator	Nrf2 block	A549 viability	HepG2 viability	ATXN2 expr inh	MCF10A rereplic	S2 tox
Cc1ccc(NS(=O)(=O)c2cccc(C(=O)NCC(c3cccs3)N3CCOCC3)c2)cc1 (stereo not given)	-9.8%	5.3	0.6%	?	2.2%	-19.4%	·	5.8%	i
CC(=O)Nc1ccc(CN2CCCCCCC2)cc1	15.7%	12.1	0.5%	2.2%	·	-1.3%	0.4%	3.2%	i
O=S(=O)(c1ccc(Oc2ccc(S(=O)(=O)N3CCOCC3)cc2)cc1)N1CCOCC1	-14.4%	2.1	-0.5%	·	-14.2%	-32.6%	-13.4%	0.3%	i
NC(=O)c1ccsc1NC(=O)CSc1nc2ccccc2c(=O)n1CCCO	-0.8%	19.0	0.3%	?	-8.1%	-9.5%	2.4%	11.9%	i
COc1cccc(CN2CCNC(=O)C2CC(=O)N2CCCCO2)c1OC (stereo not given)	0.0%	16.3	-0.1%	-0.3%	-4.7%	-1.0%	·	0.5%	i
CCOC(=O)C1=C(C)NC(C)=C(C(=O)OCC)C1C(=O)OCC(=O)N(CC)C1CCS(=O)(=O)C1 (stereo not given)	-0.8%	11.9	1.6%	-0.3%	-2.5%	8.6%	1.0%	-1.5%	?
O=C(CCN1C(=O)C2C3CCC(C3)C2C1=O)Nc1ccccc1C(F)(F)F (stereo not given)	-48.0%	6.2	-0.2%	1.0%	-0.8%	-2.7%	·	9.1%	i
O=C(Nc1cc(C(F)(F)F)ccc1Cl)c1nc2ccccc2nc1N1CCCCC1	12.6%	·	-0.4%	·	-4.8%	3.3%	4.5%	·	i
Nc1nc2ncc(-c3ccsc3)c(N)n2n1	8.2%	21.6	2.7%	0.2%	-1.7%	-2.7%	-3.6%	7.5%	i
COc1cccc(/C=N/NC(=O)C(=O)N2CCCCCC2)c1O	-11.4%	143.7	-0.5%	-0.5%	0.5%	-25.7%	-33.3%	9.1%	i
CCC1Oc2ccc(C)cc2N(CC(=O)NCCC2=CCCCC2)C1=O (stereo not given)	-0.9%	-1.6	-0.6%	?	2.3%	-11.4%	5.0%	?	i
CC1Cc2ccccc2N1C(=O)COC(=O)c1ccc(N(C)C)cc1 (stereo not given)	-6.7%	-2.4	2.7%	1.4%	0.5%	-68.0%	·	-5.0%	·
O=C(NCc1cccs1)C1CCCN(c2nc3ccccc3o2)C1 (stereo not given)	?	-8.8	0.8%	-19.9%	-1.6%	-11.2%	-10.8%	24.4%	i
C=CCNc1nc(-c2ccccn2)nnc1-c1ccccc1	2.7%	245.7	0.0%	?	-18.1%	-8.8%	?	?	?
COc1cc(CC(=O)OCC(=O)Nc2ccc(N3CCOCC3)cc2)cc(OC)c1OC	10.0%	40.2	0.4%	6.8%	0.1%	11.9%	8.3%	1.6%	i
Cc1ccc(NC(=O)c2ccc(F)cc2)cc1S(=O)(=O)N1CCCCCC1	?	?	3.7%	?	-8.8%	-25.1%	?	?	?
Fc1ccc2[nH]c3c(N4CCN(c5ccccc5)CC4)ncnc3c2c1	?	-55.4*	-1.5%	13µM*	?	-35.0%	?	?	?
CC(=O)N1CCN(CC(=O)Nc2ccccc2Sc2ccc(Cl)cc2)CC1	?	i	4.9%	-8.8%	-2.1%	-33.0%	-4.8%	8.9%	i
Cc1nc(S(=O)(=O)N2CCOCC2)c(C#N)c(C)c1Cl	-9.0%	?	?	-25.4%	-17.6%	9.9%	1.7%	-13.2%	i
CC1(C)CC(=O)C=C(Nc2ccccc2O)C1	3.3%	22.3	5.0%	-3.2%	-4.8%	-13.2%	-3.3%	1.2%	i
O=[N+]([O-])c1ccc(S(=O)(=O)N2CCN(Cc3c[nH]c4ccccc34)CC2)cc1	-0.6%	2.9	2.0%	-28.5%	?	-5.7%	-2.6%	19.3%	i
O=C(NNc1ccc(-c2csnn2)cc1)c1ccccc1C(F)(F)F	-9.5%	-6.8	1.9%	4.6%	0.9%	-12.5%	-10.2%	14.7%	i
O=C(Nc1ccc(N2CCN(C(=O)c3ccc(Cl)cc3)CC2)cc1)c1cccs1	-24.9%	0.0	-1.0%	?	-9.0%	0.2%	3.0%	16.0%	i
Cc1nc(NC(=O)COC(=O)CCc2nc3ccccc3s2)c(Cl)cc1Cl	?	13.6	-0.2%	2.7%	15.8%	-1.0%	·	9.0%	i
CCCn1c(SCC(=O)NCCCN2CCCC2=O)nc2ccccc2c1=O	37.2%[activator]	27.0	-0.4%	-12.9%	25.0%	-7.8%	·	-2.0%	·
COc1cc(/C=N/N(CCO)C2=NS(=O)(=O)c3ccccc32)cc(OC)c1OC	0.7%	53.2	2.8%	?	12.0%	-9.2%	-13.7%	13.9%	i
CCN(CC)c1ccc2nc3c(=O)n(C)c(=O)n(C)c3nc2c1	·	·	4.6%	-6.0%	-12.9%	-0.4%	·	·	·
C=CCn1c(SCC(=O)NNC(=O)Nc2cccc(Cl)c2)nnc1-c1ccccc1	-13.3%	0.0	0.9%	-19.3%	1.0%	-7.5%	·	1.1%	i
O=C(c1cccs1)n1nc(-c2ccco2)nc1SCc1ccccc1	?	-1.9	0.3%	6.1%	·	-18.0%	7.5%	20.8%	i
CCCCCOC(=O)Cn1c(N2CCOCC2)nc2c1c(=O)[nH]c(=O)n2C	8.5%	-0.5	0.1%	7.5%	-2.7%	-0.4%	4.6%	2.4%	i
CC(CN1CCC(O)CC1)c1ccccc1 (stereo not given)	17.6%	3.5	-0.6%	-19.9%	-0.1%	4.9%	6.3%	-2.7%	i
CC(=NNC(=S)N1CCN(c2ccccn2)CC1)c1ccccn1	0.0%	40.6	5.0%	-4.3%	-4.3%	1.9%	-22.4%	0.1%	i
CC(C)(C)OC(=O)C[C@@H]1C/C=C\C[C@H](CC(=O)NCCO)C(=O)N2CCC[C@@H]2COC1=O	14.1%	12.3	-1.1%	7.4%	0.0%	-19.9%	7.4%	13.6%	i
C/C(=N\NC(=O)c1nn(C)cc1Cl)c1ccncc1	4.9%	-1.8	4.6%	-1.9%	-3.0%	8.2%	13.3%	-3.6%	i
CCOC(=O)c1sc(=NC(=O)c2cc(OC)c(OC)c(OC)c2)n(C)c1C	1.7%	?	2.5%	-7.5%	-5.4%	6.9%	-22.4%	15.0%	i
COCC(=O)Nc1nc(-c2ccccc2)ns1	23.8%	8.1	6.4%	14.5%	0.0%	-25.3%	40.3%[activator]	1.4%	i
CCOC(=O)c1ccccc1NC(=O)CSc1nc(=O)[nH]c2c1CCCC2	-0.1%	·	-0.6%	·	-0.2%	-2.4%	·	·	·
COc1cccc(NC(=O)NC2CCCc3ccccc32)c1 (stereo not given)	-5.6%	2.3	0.1%	-7.3%	1.4%	-28.0%	21.7%	3.1%	i
CCOC(=O)C1CCCN(S(=O)(=O)c2ccc3c(c2)N(C(C)=O)CCO3)C1 (stereo not given)	-19.6%	24.0	0.0%	-12.3%	0.5%	-1.4%	-17.5%	0.5%	i
CCn1c(CSc2nnc(-c3ccoc3C)n2C)nc2cc(S(=O)(=O)N(C)C)ccc21	0.1%	-14.6	0.4%	-3.7%	-7.5%	-5.5%	-1.3%	-0.9%	i
Cn1nnnc1SCCCNCc1ccccc1OCc1ccccc1Cl	?	·	3.4%	?	-17.1%	-20.6%	·	·	·
O=C(NC1CC1)c1cccc(S(=O)(=O)Nc2ccccc2F)c1	7.5%	-5.8	0.0%	7.5%	0.2%	-8.4%	2.8%	-1.8%	i
O=C(CCC(=O)N1CC2CCCN2c2ccccc21)NCc1ccc(Cl)cc1 (stereo not given)	-4.4%	·	0.3%	·	5.0%	-7.1%	16.7%	·	i

Compound activity deposited in PubChem BioAssay by National Center for Advancing Translational Sciences (NCATS).
